Screening results as filed in PubChem BioAssay.
FN deposit inh = fibronectin deposition inhibition. AH1F fibroblasts, Alexa488-fibronectin deposition fluorescence, overnight. inhibition, % at 12.6 µM. actives 0.086% (n = 350,000);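 active = mean inhibition across replicates of 30% or more, regardless of how many single replicates reach that level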;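 also: positive control wells lacked labelled fibronectin entirely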
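Material: AH1F fibroblast monolayer depositing Alexa488-labelled fibronectin into matrix / Amount: 10000 AH1F cells per well / Signal: fluorescence 485/525 nm / Medium: DMEM, 2% serum / Compound: single dose, pinned / Incubation: 1 h cell adhesion before compound, then overnight fibronectin incubation / Reagent: Alexa488-FN, 24 nM final / Read-out: inhibition of fibronectin deposition signal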
LGR2 inh = blocks bursicon-induced cAMP signaling via Drosophila LGR2. AID 720647. inhibition, % at 9.99 µM. HEK293 LGR2, CRE-luciferase, bursicon-stimulated, 4 h. actives 0.35% (n = 380,000);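 active = drop in luminescence signal, shown as inhibition above about 50% in the replicate tests, limit read from the data, passing the limit was not always enough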;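 also: agonist challenge used bursicon conditioned medium at about half maximal strength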
* hit, by the source's call; / = no result given. This is a subset, so the mix of outcomes need not match the whole.

SMILES	FN deposit inh	LGR2 inh
Cc1ccc(S(=O)(=O)N2CCCCC2)cc1NC(=O)COC(=O)Cc1cccc2ccccc12	/	9
CC(C)(C)C(=O)NC(=S)Nc1sc2c(c1C#N)CCCCC2	/	-62
C[C@@H]1CN([C@@H](C)CO)C(=O)c2cccc(NC(=O)CCCCCC(=O)Nc3ccccc3N)c2O[C@@H]1CN(C)C(=O)Nc1ccccc1	/	-6
CSc1ccc(/C=C/C(=O)c2ccc(O)cc2)cc1	/	-17
CN1C(=O)c2ccccc2C(C(=O)NCCCN2CCCC2=O)C1c1c[nH]c2ccccc12 (configuration not stated)	/	5
CC(C)C(=O)Nc1nnc(SCC(=O)NCc2ccco2)s1	/	9
Cc1ccccc1OCCN1C(=O)C(=O)c2cccc(C)c21	/	16
CCc1c(C)nc2cc(-c3ccc(OC)c(OC)c3)nn2c1N1CCCC1	/	6
CCSc1ncc(Cl)c(C(=O)Nc2ccccc2)n1	/	7
CCOC(=O)c1cnc2c(N=Nc3cccc(Cl)c3)c(N)nn2c1N	/	-20
CNS(=O)(=O)c1ccc(NC(=O)C2c3ccccc3Oc3ccccc32)cc1	/	-18
COC(=O)c1n[nH]nc1-c1ccccc1	/	-15
COC(=O)c1cc(C(=O)Nc2nnc(CC(C)C)s2)cc([N+](=O)[O-])c1	/	-7
C[C@H](CO)N1C[C@H](C)[C@@H](CN(C)CC2CC2)Oc2c(NC(=O)CCCCCC(=O)Nc3ccccc3N)cccc2C1=O	/	11
O=C(NCc1ccncc1)C(=O)Nc1nc(C23CC4CC(CC(C4)C2)C3)cs1	/	44
CCC(=O)NC[C@H]1[C@@H](c2ccc(C3=CCCC3)cc2)[C@@H](CO)N1CC1CC1	-11	/
CNC[C@@H]1Oc2ccc(N)cc2CC(=O)N(C)C[C@@H]1C	-11	/
CCNC[C@@H]1[C@@H](c2ccc(-c3ccc(F)cc3)cc2)[C@H](CO)N1S(C)(=O)=O	-8	/
O=C(C1CCC1)N1CC[C@@H]2[C@H](CO)Nc3ccc(C4=CCCCC4)cc3[C@@H]21	-16	/
C[C@H](CO)N1C[C@H](C)[C@@H](CN(C)Cc2cccc3c2OCCCO3)OCc2ccccc2-c2c(n(C)c3ccccc23)C1=O	11	/
O=C(C[C@@H]1C[C@@H]2c3cc(NC(=O)Cc4ccncc4)ccc3O[C@@H]2[C@@H](CO)O1)NCCc1ccccc1	-29	/
CC(C)NC(=O)N(C)C[C@@H]1Oc2ccc(N(C)C)cc2CC(=O)N(C)C[C@H]1C	0	/
C[C@@H]1CN([C@@H](C)CO)C(=O)c2ccccc2-c2ccccc2CO[C@@H]1CN(C)Cc1ccc(-c2ccccc2)cc1	4	/
C[C@H]1CN([C@@H](C)CO)C(=O)c2c(c3ccccc3n2C)-c2ccccc2CO[C@H]1CN(C)CC1CCCCC1	4	/
C[C@@H]1CC(=O)NCC/C=C\C[C@@H](c2ccc3c(c2)OCO3)NC1=O	-1	/
CN(CC(=O)N1CCN(c2ccccc2F)CC1)S(=O)(=O)c1cnc[nH]1	7	/
COc1ccc(C[C@@H]2CCn3cc(nn3)COC[C@H](C)NC2=O)cc1	-25	/
Cc1noc(C)c1NC(=O)Nc1ccc2c(c1)CC(=O)N([C@H](C)CO)C[C@H](C)[C@@H](CN(C)S(=O)(=O)c1c(C)noc1C)O2	3	/
O=C(CC1CC1)N1CC2(C1)[C@@H](c1ccccc1)[C@@H](CO)N2Cc1ccccn1	-5	/
CC(=O)N(C)C[C@@H]1Oc2ccc(N(C)C)cc2CC(=O)N(C)C[C@@H]1C	-4	/
CC(C)NC(=O)N(C)C[C@@H]1Oc2ccc(N)cc2C(=O)N(C)C[C@H]1C	1	/
Cc1ccc(Cn2c(CN(C)Cc3ccccc3)nc3c2c(=O)n(C)c(=O)n3C)cc1	6	/
C/C=C/c1ccc([C@H]2[C@H](CO)N(S(=O)(=O)Cc3ccccc3)C23CN(C(=O)C2CC2)C3)cc1	3	/
COc1ccc(C(=O)N(Cc2ccco2)Cc2cccs2)c(O)c1	4	/
COc1ccc2c3c(n(C)c2c1)[C@H](CO)NCC31CN(S(=O)(=O)c2ccc(C)cc2)C1	6	/
Clc1ccc(-c2nc3ccccn3c2CN2CCOCC2)cc1	-10	/
COc1ccc(C[C@@H]2CCn3cc(nn3)COCCCNC2=O)cc1	-10	/
CC(=O)N(C)C[C@H]1Oc2c(NS(C)(=O)=O)cccc2C(=O)N(C)C[C@H]1C	-10	/
CC(C)COC(=O)N(C)C[C@H]1OCc2ccccc2-c2c(n(C)c3ccccc23)C(=O)N([C@H](C)CO)C[C@H]1C	4	/
COc1cccc(-c2ccc(C#N)c(SCC(=O)NCCc3cccc(Cl)c3)n2)c1	-12	/
O=C1NCCOCc2cn(nn2)CCC[C@@H]1Cc1ccccc1	8	/
O=C1N[C@@H](c2ccccc2)COCc2cn(nn2)CC[C@@H](Cc2ccc(C(F)(F)F)cc2)C(=O)N[C@@H](c2ccccc2)COCc2cn(nn2)CC[C@H]1Cc1ccc(C(F)(F)F)cc1	-6	/
C=CCNC(=O)c1ccc(-c2nc(-c3ccccc3)cs2)cc1	-9	/
CC(C)[C@H]1C(=O)N[C@H](c2ccc3c(c2)OCO3)CC=CC[C@@H](C)Oc2ccccc2C(=O)N1C (mixture of isomers)	8	/
CNC[C@@H]1Oc2ccc(NC(C)=O)cc2CC(=O)N(C)C[C@@H]1C	0	/
CC(C)NC(=O)N(C)C[C@H]1Oc2ncccc2C(=O)N(C)C[C@H]1C	-5	/
Cc1nc(SCC(=O)c2cc3ccccc3oc2=O)c(C#N)c(C)c1C(=O)Nc1ccccc1	4	/
CC(C)C(OC(=O)c1nsc(Cl)c1Cl)C(=O)NCc1ccc2c(c1)OCO2 (configuration not stated)	-4	/

Entries shown so far that have a cyano group:
SMILES	FN deposit inh	LGR2 inh
CC(C)(C)C(=O)NC(=S)Nc1sc2c(c1C#N)CCCCC2	/	-62
COc1cccc(-c2ccc(C#N)c(SCC(=O)NCCc3cccc(Cl)c3)n2)c1	-12	/
Cc1nc(SCC(=O)c2cc3ccccc3oc2=O)c(C#N)c(C)c1C(=O)Nc1ccccc1	4	/

(more compounds)
SMILES	FN deposit inh	LGR2 inh
CO[C@@H]1CN(C)C(=O)c2ccc(NC(=O)NC3CCCCC3)cc2OC[C@@H](C)N(C(C)=O)C[C@H]1C	0	/
COc1ccc2c3c(n(C)c2c1)[C@H](CO)N(Cc1ccccc1)CC31CN(S(=O)(=O)c2ccc(C)cc2)C1	5	/
C[C@H](CO)N1C[C@H](C)[C@@H](CN(C)C(=O)[C@H]2CCCN2C)OCc2ccccc2-c2c(n(C)c3ccccc23)C1=O	7	/
C[C@@H]1CC=CC[C@H](c2ccc(F)cc2)NC(=O)[C@@H](Cc2ccccc2)N(C)C(=O)c2ccccc2O1 (mixture of isomers)	7	/
CCOC(=O)COc1ccc(S(=O)(=O)Nc2ccc3c(c2)OCCO3)cc1	-5	/
CCCC#Cc1ccc2c(c1)[C@@H]1[C@@H](CCN1C(=O)C1CCC1)[C@@H](CO)N2	2	/
Cc1oc(-c2cccs2)nc1CS(=O)CC(=O)NCCCOC(C)C (configuration not stated)	-5	/
CC(C)N(C(=O)Cn1c(SCC(=O)Nc2nccs2)nc2ccccc21)C(C)C	3	/
Nc1c(S(=O)(=O)c2cccs2)c2nc3ccccc3nc2n1CCc1ccccc1	-2	/
COCC(=O)Nc1ccc2c(c1)C(=O)N(C)[C@H]1CC[C@H](CC(=O)Nc3cn(C)nc3C)O[C@@H]1CO2	-1	/
COc1ccc(C[C@H]2CCn3cc(nn3)COC[C@H](C)NC2=O)cc1	1	/
CC1Cc2ccccc2N1C(=O)CCS(=O)(=O)c1cccc2nonc12 (configuration not stated)	1	/
CC(=O)Nc1ccc2c(c1)CC(=O)N(C)C[C@@H](C)[C@H](CN(C)S(C)(=O)=O)O2	-3	/
O=C(C[C@@H]1C[C@@H]2c3cc(NC(=O)NC4CCCC4)ccc3O[C@@H]2[C@H](CO)O1)NCc1ccccc1	-15	/
N#C[C@H]1[C@@H](c2ccc(C#Cc3ccc(F)cc3)cc2)[C@H](CO)N1c1nc(-c2ccccc2)cs1	-15	/
C[C@@H]1CN(C)C(=O)c2ccccc2O[C@@H]1CN(C)S(C)(=O)=O	-3	/
CC(C)NC(=O)Nc1cccc2c1O[C@@H](CN(C)S(C)(=O)=O)[C@@H](C)CN(C)C2=O	5	/
CC(C)NC(=O)Nc1ccc2c(c1)CC(=O)N(C)C[C@H](C)[C@H](CN(C)C(=O)OC(C)(C)C)O2	-15	/
CNC[C@H]1Oc2c(NC(=O)Cc3ccccc3)cccc2C(=O)N([C@H](C)CO)C[C@@H]1C	-3	/
COC(=O)N(C)C[C@H]1OCc2ccccc2-c2ccccc2C(=O)N([C@H](C)CO)C[C@@H]1C	-2	/
CCN(c1cccc(C)c1)S(=O)(=O)c1cnc[nH]1	-6	/
CCN(CC(=O)Nc1ccc2c(c1)OCO2)Cc1nc2ccccc2c(=O)[nH]1	-7	/
C[C@@H]1CN(C)C(=O)c2cccc(NS(C)(=O)=O)c2O[C@H]1CN(C)C	-8	/
COc1cccc(S(=O)(=O)Nc2ccc3c(c2)C(=O)N(C)[C@H]2CC[C@H](CC(=O)Nc4cc(F)ccc4F)O[C@@H]2CO3)c1	1	/

The last 7 compounds of the section above are carried over, then new ones follow:
SMILES	FN deposit inh	LGR2 inh
CC(C)NC(=O)Nc1ccc2c(c1)CC(=O)N(C)C[C@H](C)[C@H](CN(C)C(=O)OC(C)(C)C)O2	-15	/
CNC[C@H]1Oc2c(NC(=O)Cc3ccccc3)cccc2C(=O)N([C@H](C)CO)C[C@@H]1C	-3	/
COC(=O)N(C)C[C@H]1OCc2ccccc2-c2ccccc2C(=O)N([C@H](C)CO)C[C@@H]1C	-2	/
CCN(c1cccc(C)c1)S(=O)(=O)c1cnc[nH]1	-6	/
CCN(CC(=O)Nc1ccc2c(c1)OCO2)Cc1nc2ccccc2c(=O)[nH]1	-7	/
C[C@@H]1CN(C)C(=O)c2cccc(NS(C)(=O)=O)c2O[C@H]1CN(C)C	-8	/
COc1cccc(S(=O)(=O)Nc2ccc3c(c2)C(=O)N(C)[C@H]2CC[C@H](CC(=O)Nc4cc(F)ccc4F)O[C@@H]2CO3)c1	1	/
COc1cccc(C(=O)Nc2ccc3c(c2)OC[C@H](C)N(CC2CC2)C[C@H](C)[C@@H](OC)CN(C)C3=O)c1	-3	/
CC(C)[C@@H]1COCc2cnnn2CCC[C@H](C)C(=O)N1	-13	/
CCN(CC)c1ccc2c(Cl)cc(=O)oc2c1	2	/
CCCn1c(=O)c(C(=O)Nc2c(C)n(C)n(-c3ccccc3)c2=O)c(O)c2ccccc21	-16	/
C[C@H]1CN(C)C(=O)Cc2cc(NS(C)(=O)=O)ccc2O[C@@H]1CN(C)C	4	/
CCCCn1c(-c2csc3c2CCCC3)n[nH]c1=S	-2	/
CS(=O)(=O)N1[C@@H]2CN(CC3CC3)C[C@H]1C2c1ccc(Br)cc1 (some centres not stated)	-9	/
CN1C(=O)c2cc(NC(=O)c3cncs3)ccc2OC[C@H]2O[C@@H](CC(=O)NCC3CC3)CC[C@@H]21	-17	/
CC(C)[C@@H]1CC=CC[C@H](C)Oc2ccccc2C(=O)N(C)[C@H](C(C)C)C(=O)N1 (mixture of isomers)	1	/
CC[C@H]1C/C=C\C[C@H](c2ccccc2)NC(=O)CCC(=O)N1	-3	/
CCn1c(=O)cc(OCC(=O)NCCCN2CCC(C)CC2)c2ccccc21	-5	/
CC(=O)N(C)C[C@@H]1Oc2ccc(N)cc2C(=O)N(C)C[C@@H]1C	-9	/
Cn1c(=O)n(C)c2cc(/C=N/n3cnnc3)ccc21	-9	/
O=C1Nc2ccccc2OCc2cn(nn2)CC[C@H]1Cc1ccc(-c2ccccc2)cc1	1	/
CCOC(=O)c1ccc(NC(=O)CN(c2ccc(C)cc2)S(=O)(=O)c2c(C)nn(C)c2C)cc1	-9	/
COCc1cc(=O)n2[nH]c(SC)nc2n1	-12	/
C[C@@H]1CCn2cc(nn2)COC[C@H](C)NC1=O	0	/
CC1=CN2C(=NC(=O)CC2(C)C(=O)N(CC(=O)NC2CCCC2)c2ccccc2C)C=C1 (configuration not stated)	-10	/
CC(C)[C@H]1C(=O)N[C@@H](c2cccc(Cl)c2)CC=CC[C@H](C)Oc2ccccc2C(=O)N1C (mixture of isomers)	-19	/
CC(=O)N(C)C[C@H]1Oc2ccc(NC(=O)NC(C)C)cc2C(=O)N(C)C[C@@H]1C	-14	/
O=C1CCc2cc(S(=O)(=O)N3CCN(c4ccccc4F)CC3)ccc2N1	5	/
COc1ccc2c(c1)CCc1c(C(=O)Nc3ccc(OC)c(OC)c3)noc1-2	4	/
Cc1occc1C(=O)n1nnc2ccccc21	3	/
Cc1nnc(NC(=O)Nc2ccc(Cl)c(Cl)c2)s1	9	/
CC(C)[C@H]1CC=CC[C@@H](C)Oc2ccccc2C(=O)N(C)[C@H](C)C(=O)N1 (mixture of isomers)	-4	/
O=C(Nc1ccon1)c1cc2c(s1)CCCCCC2	-9	/
N#C[C@H]1[C@@H](c2ccccc2-c2ccccc2)[C@H](CO)N1C(=O)Cc1ccccc1	1	/
CCOc1cc(S(=O)(=O)NCc2ccccn2)c(C)cc1C	0	/
